FadD28 binding: inhibitors of FadD28 bisubstrate probe binding, primary screen, biochemical, fluorescence polarization, single point; inhibition, % at 12.5 µM; 0.22% of 360,000 active; in the data active means inhibition above about 8.5%, passing the limit was not always enough; inconclusive means no clear call, values can overlap the other calls
Mtb BioA inh: M. tuberculosis BioA enzyme inhibitors, primary screen, biochemical, plate reader, single point, HTS; 7,8-diaminopelargonic acid synthase BioA (Mycobacterium tuberculosis); purified M. tuberculosis BioA enzyme; inhibition, % at 9.99 µM; 0.096% of 360,000 active; AID 602481, 2012; in the data active means inhibition above about 40%; inconclusive means no clear call, values can overlap the other calls
BoNT F protease: BoNT/F light chain protease inhibitors, primary screen, biochemical, flow cytometry, MLPCN library; inhibition, % at 10 µM; 0.22% of 360,000 active; Multiplex microsphere protease cleavage assay; Botulinum neurotoxin type F light chain protease (Clostridium botulinum); in the data active means inhibition above about 35%, passing the limit was not always enough; inconclusive means no clear call, values can overlap the other calls; further: plate controls were buffer without enzyme for full effect and enzyme alone for no effect
Anthrax LF prot: Bacillus anthracis LF protease inhibitors, primary screen, biochemical, multiplex microsphere, MLPCN library. Lethal factor (Bacillus anthracis), P15917. multiplex microsphere protease cleavage assay. inhibition, % at 10 µM. 0.12% of 360,000 active. AID 588501, 2011; further: plate controls were buffer without enzyme for full effect and enzyme alone for no effect
Target sequence (P15917 whole entry, looked up): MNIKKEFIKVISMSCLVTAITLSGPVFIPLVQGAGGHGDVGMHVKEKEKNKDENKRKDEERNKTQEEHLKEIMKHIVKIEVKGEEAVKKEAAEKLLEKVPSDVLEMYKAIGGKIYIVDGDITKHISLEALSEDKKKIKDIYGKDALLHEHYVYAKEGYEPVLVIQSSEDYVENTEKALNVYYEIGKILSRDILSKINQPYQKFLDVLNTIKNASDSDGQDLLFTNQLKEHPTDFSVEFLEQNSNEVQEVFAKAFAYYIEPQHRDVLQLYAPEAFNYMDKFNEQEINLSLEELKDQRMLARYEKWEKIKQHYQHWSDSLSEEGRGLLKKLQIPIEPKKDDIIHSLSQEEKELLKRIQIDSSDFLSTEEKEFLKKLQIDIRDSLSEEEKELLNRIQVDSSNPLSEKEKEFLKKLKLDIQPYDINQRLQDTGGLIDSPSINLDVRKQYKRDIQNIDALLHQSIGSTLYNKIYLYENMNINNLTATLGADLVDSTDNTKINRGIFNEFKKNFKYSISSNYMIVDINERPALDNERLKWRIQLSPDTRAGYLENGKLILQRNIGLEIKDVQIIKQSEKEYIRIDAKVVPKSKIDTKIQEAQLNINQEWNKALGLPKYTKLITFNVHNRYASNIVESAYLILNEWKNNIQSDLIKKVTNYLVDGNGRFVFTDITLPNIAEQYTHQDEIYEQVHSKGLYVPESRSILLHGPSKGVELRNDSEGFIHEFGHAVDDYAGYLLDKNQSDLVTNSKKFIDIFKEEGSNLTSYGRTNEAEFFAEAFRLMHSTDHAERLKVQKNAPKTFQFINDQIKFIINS
GDH-TPI counter: GDH-TPI coupling enzyme inhibitors, primary screen, artefact control for M. tuberculosis FBA inhibitor project, biochemical, absorbance, full deck. AID 588335, 2011. inhibition, % at 4.8 µM. GDH-TPI coupled enzyme counterscreen, NADH absorbance. 1.2% of 360,000 active; in the data active means inhibition above about 30%;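 further: 0% = DMSO wells and 100% = wells lacking the enzyme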
FBA Mtb inh: Mtb FBA enzyme inhibitors, primary screen, biochemical, fluorescence, strain H37Rv; Fructose-bisphosphate aldolase (Mycobacterium tuberculosis (strain ATCC 25618 / H37Rv)), …; purified M. tuberculosis FBA, fluorescence read-out; 2.3% of 360,000 active; inhibition, % at 1 µM; in the data active means inhibition above about 27%;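 further: 0% = vehicle and 100% = reference inhibitor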
Mtb UGM inh: M. tuberculosis UGM enzyme inhibitors, primary screen, biochemical, fluorescence polarization, single point; UDP-galactopyranose mutase (Mycobacterium tuberculosis (strain ATCC 25618 / H37Rv)), …; purified UGM, fluorescence polarization probe displacement; inhibition, % at 10 µM; 0.06% of 320,000 active; in the data active means inhibition above about 10%, passing the limit was not always enough; inconclusive means no clear call, values can overlap the other calls
PfHsp40 yeast: rescue of yeast from PfHsp40 toxicity, primary screen, S. cerevisiae, ATP luminescence; S. cerevisiae expressing PfHsp40, growth rescue; growth rescue, % at 12.5 µM; 0.68% of 340,000 active; in the data active means growth rescue above about 28%, passing the limit was not always enough; inconclusive means no clear call, values can overlap the other calls;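 further: yeast W303a lacking pdr1 and pdr3 grown in galactose medium; growth measured after three days at 30 °C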
BoNT-A LC inh2: BoNT/A light chain protease inhibitors, primary screen, biochemical, flow cytometry, MLPCN library; multiplex microsphere protease substrate cleavage; inhibition, % at 10 µM; 0.17% of 360,000 active; AID 588499, 2011; further: plate controls were buffer without enzyme for full effect and enzyme alone for no effect
Starred values were filed as active, the others as inactive; ? = inconclusive; nt = no result given; & = joins results of further samples. Unless noted, no stated cut-off is given here; in the data, active means inhibition above about 30%; inconclusive means no clear call, values can overlap the other calls; inactive means below that.

compound	FadD28 binding	Mtb BioA inh	BoNT F protease	Anthrax LF prot	GDH-TPI counter	FBA Mtb inh	Mtb UGM inh	PfHsp40 yeast	BoNT-A LC inh2
O=C(OCCCN1CCOCC1)c1ccc(O)c(O)c1	-1.6	nt	7	2	8	3	0.3	-1.0	-1.1
Fc1ccccc1C1c2cccn2CCN1C(=S)Nc1ccc(Br)cc1 (configuration not stated)	-4.8	-0.5	-9	2	9	0	-0.4	1.7	-0.1
COc1ccc(OC)c(S(=O)(=O)NCCO)c1	1.5	-1.2	-8	-2	9	1	3.8	0.8	-0.9
CCN(CC)S(=O)(=O)c1ccc(NC(=O)COC(=O)c2c[nH]c(=O)[nH]c2=O)cc1	-0.5	0.5	1	-1	15	3	-0.2	0.4	-1.4
NC(=O)c1ccsc1NC(=O)CSc1nnc(Nc2ccccc2)s1	-4.9	nt	4	-6	-2	-1	-0.7	-1.7	0.9
Cc1nc2oc3ccccc3c(=O)c2cc1C(=O)O	nt	-0.2	8	-3	16	-2	-1.4	-1.7	-2.0
O=C(c1n[nH]c(=O)c2ccccc12)N1CCC2(CC1)OCCO2	1.2	nt	-5	1	3	6	-2.0	0.9	0.7
Cc1cc(C(F)(F)F)n(-c2nc(C(=O)N/N=C/c3ccc(F)cc3)cs2)n1	-3.3	-1.0	-14	-6	5	-5	1.3	-0.3	-2.2
COc1ccccc1NC(=O)C1=C(C)Nc2nc(-c3ccccc3)nn2C1c1ccccn1 (configuration not stated)	-2.0	3.1	5	-10	6	3	0.4	-0.3	0.9
CCOC(=O)C1=C(COC(=O)C(CC)c2ccccc2)NC(=O)NC1C (configuration not stated)	-2.0	1.3	5	4	-1	3	-0.1	1.2	0.8
N/C(=N/[N+](=O)[O-])N1CCN(C(=O)c2ccc(Cl)cc2)CC1	-0.5	nt	6	-2	3	2	1.2	-1.9	0.4
COc1ccc(C)cc1NC(=O)c1sc2nc(C)nc(N3CCOCC3)c2c1C	-0.1	-0.7	0	-1	-9	2	0.9	-1.5	-0.2
COc1ccc(CCNC(=S)NC(=O)c2cc(OC)c(OC)c(OC)c2)cc1OC	-2.1	nt	-8	-10	-6	0	1.4	0.6	0.1
Cc1ccc(S(=O)(=O)NC(=O)NCc2ccc3c(c2)OCO3)cc1	-4.6	-0.3	1	1	-6	-2	0.6	55*	0.2
Cc1ccc(N2CC(O)Cn3c2nc2c3c(=O)[nH]c(=O)n2C)cc1 (configuration not stated)	-5.1	0.9	?	-11	-7	-3	0.1	0.7	-6.2
Cc1cc(C)c2cc(CN(CCCO)S(=O)(=O)c3ccccc3F)c(=O)[nH]c2c1	-6.7	1.7	12	-5	13	6	2.9	-0.4	-2.4
CCN1CCN(CCNC(=O)Cn2c(=O)c3cccn3c3ccc(F)cc32)CC1	-2.6	-0.9	2	-1	-1	4	0.7	-0.2	-0.3
N=c1ncn(C2OC(CO)C(O)C2O)c2nc(Br)[nH]c12 (configuration not stated)	5.5	-0.6	-5	-4	10	-2	nt	nt	-0.6
Cc1cccc(N2C(=O)c3ccc(C(=O)Nc4ccccn4)cc3C2=O)c1	-3.3	0.7	7	-3	2	-3	1.7	-1.0	0.5
CCOc1ccccc1C(=O)Nc1cc(OC)ccc1OC	-0.6	-0.6	-20	-8	14	5	-2.3	-0.5	-0.7
CN1CCN(c2nc3c(c(=O)[nH]c(=O)n3C)n2Cc2ccccc2F)CC1	-4.2	1.9	31	10	0	-1	0.8	-0.8	-2.7
CS(=O)(=O)c1ccc(NC(=O)CCN2C(=O)C3CCCCC3C2=O)cc1 (configuration not stated)	-2.7	nt	-16	-2	7	-1	2.7	-0.1	-11
O=C(/C=C/c1ccc2c(c1)OCO2)NCCS(=O)(=O)N1CCN(c2ccccc2)CC1	-2.0	-0.6	-3	0	27	8	nt	nt	-0.3
Cc1cccnc1CCNC(=O)C1CCC(=O)N(Cc2cccc(F)c2)C1 (configuration not stated)	-3.6	-1.6	-1	4	5	-1	-4.3	-0.2	0.1
COc1cc(/C=C/C(=O)c2ccc(NS(=O)(=O)c3ccc(C)cc3)cc2)ccc1OC(F)F	-3.9	1.5	-4	-3	1	-3	1.2	1.1	-0.3
CC(C)(C)OC(=O)N1CCCC(C(=O)Nc2ccc(C(=O)N3CCOCC3)cc2)C1 (configuration not stated)	-1.6	-1.1	-2	-1	-3	-1	-1.7	0.8	0.0
COc1cccc(-c2nc(COc3ccc(Cl)cc3Cl)no2)c1	-0.1	nt	0	-4	-2	1	4.2	-1.3	0.1
COc1cccc(CNC(=O)CCCc2c[nH]c3ccccc23)c1	0.4	1.6	0	0	4	2	1.8	0.3	2.2
Cc1nc(-c2ccc(C(=O)Nc3cc(S(N)(=O)=O)ccc3C)cc2)cs1	-0.4	-2.0	9	1	-1	1	1.7	-0.1	-4.7
COC(=O)c1cc(NC(=O)Nc2ccccc2)ccc1Cl	-3.6	-0.3	14	1	1	0	-2.7	2.5	2.4

Among those listed so far, 2 have bromine:
compound	FadD28 binding	Mtb BioA inh	BoNT F protease	Anthrax LF prot	GDH-TPI counter	FBA Mtb inh	Mtb UGM inh	PfHsp40 yeast	BoNT-A LC inh2
Fc1ccccc1C1c2cccn2CCN1C(=S)Nc1ccc(Br)cc1 (configuration not stated)	-4.8	-0.5	-9	2	9	0	-0.4	1.7	-0.1
N=c1ncn(C2OC(CO)C(O)C2O)c2nc(Br)[nH]c12 (configuration not stated)	5.5	-0.6	-5	-4	10	-2	nt	nt	-0.6

The list continues:
compound	FadD28 binding	Mtb BioA inh	BoNT F protease	Anthrax LF prot	GDH-TPI counter	FBA Mtb inh	Mtb UGM inh	PfHsp40 yeast	BoNT-A LC inh2
O=C(OCCN=C1NS(=O)(=O)c2ccccc21)c1ccncc1	-3.3	-0.4	0	0	-6	3	-2.5	-0.8	0.6
CC(=O)OCC(=O)c1c[nH]c2ccccc12	-2.5	-0.4	-6	-3	-1	-1	-0.5	-2.4	0.0
O=[N+]([O-])c1ccc(N2CCCC2)c2ncccc12	1.5	nt	-12	-2	5	-7	-2.5	1.8	-0.1
C/C(=N/NC(=O)CSc1ccccn1)c1ccc([N+](=O)[O-])cc1	-1.2	-1.3	-2	0	6	-2	0.2	-0.1	0.3
Cn1c(=O)cc(SCC(=O)NCCC2=CCCCC2)c2ccc(Cl)cc21	0.8	nt	-1	1	0	-2	-0.8	0.4	-0.2
Cc1cnc(CNC(=O)C2CCC(=O)N(Cc3ccc(Cl)cc3)C2)[nH]1 (configuration not stated)	-2.9	0.2	-16	-3	0	-2	-1.6	-0.4	0.1
O=C(COc1ccc(S(=O)(=O)N2CCCCC2)cc1)NCc1ccncc1	-1.5	0.2	5	0	5	3	3.5	-1.2	-0.3
CCOc1ccc(N2C(=O)/C(=C/c3cccs3)N(C)C2=S)cc1	0.6	nt	-3	0	4	-2	1.1	1.0	1.1
C=CCNC(=O)c1ccc2c(c1)N(CC)C(=O)c1ccccc1S2	1.9	3.7	-5	14	1	0	1.2	0.0	-0.6
CCOc1ccc(N(CC(=O)NCCc2ccccc2)C(=O)CCC(=O)Nc2cc(C)ccn2)cc1	-1.9	4.0	-8	-2	5	3	-0.4	-2.5	-1.5
CN(C(=O)COC(=O)c1cc(NS(=O)(=O)c2cc([N+](=O)[O-])ccc2Cl)ccc1O)C1CCCCC1	-2.3	nt	-1	1	14	-1	3.7	5.9	-0.1
COc1ccccc1-c1sc2cc3c(cc2c1C#CC1(O)CCCCC1)OCO3	-6.4	-1.8	-2	-2	2	4	1.7	-0.3	1.7
NC(=O)c1ccccc1NC(=O)CN1CCN(Cc2ccc(Cl)cc2Cl)CC1	-1.7	2.3	-3	-3	0	3	-0.2	-1.9	0.6
CCNC(=O)CC1C(=O)N(C)C(=S)N1NC(=O)c1ccc(Cl)cc1 (configuration not stated)	1.3	-1.6	-4	-4	11	4	-0.1	0.1	-0.3
CCCCNC(=O)Nc1cc(C(=O)OC)ccc1C	-4.3	-2.2	3	0	-5	-1	-1.7	1.5	-0.2
O=C(Nc1ccncc1)c1cc2ccccc2cc1O	0.4	nt	-7	0	6	-1	-1.2	-0.5	-1.0
Cc1cccc([C@@H]2[C@@H]3C(=O)N(C)C(=O)[C@@H]3[C@@H]3C(=O)Nc4ccccc4C(=O)N23)c1	-1.5	0.2	0	-9	11	5	-3.1	-1.4	-0.5
O=[N+]([O-])c1nn(-c2ccc3c(c2)OCCO3)n(O)c1=NC1CCN(Cc2ccccc2)CC1	-1.0	1.3	-1	-2	10	1	-1.3	-0.1	-0.7
Cc1ccc(OCCSc2nc3ccccc3n2CC(=O)O)cc1C	-1.5	0.8	nt	nt	3	2	0.1	1.0	nt
Cc1ccccc1Nc1nc(N)nc(COC(=O)c2cccc(S(=O)(=O)N(C)C)c2)n1	-5.1	0.0	-11	-2	-9	1	4.4	-0.1	-1.1
CCNC(=O)NC(=O)C(C)OC(=O)c1cccn1C (configuration not stated)	1.3	-2.2	-9	-2	2	1	2.8	-1.1	-1.6
CN(Cc1ccccc1)C(=O)c1[nH]cnc1C(=O)Nc1nccs1	-0.4	-0.9	0	0	3	0	-1.1	0.1	-1.0
C=CCOC(=O)C1=C[C@H](c2csc3ccccc23)C[C@H](OCc2ccc(CO)cc2)O1	-6.5	-0.5	-3	-8	4	-3	-1.0	2.3	0.0
CCO[C@H]1OC(C(=O)O)=C[C@@H](c2csc3ccccc23)[C@@H]1CCCO	-2.8	-0.8&-2.4	-4	0	4	-2	0.6	0.5	0.2
CCc1nc2c(OCc3ccc(OC(F)F)cc3)cccn2c1N(C)C(=O)c1ccc(OC)cc1	-1.2	0.6	0	-7	-7	-1	nt	nt	0.0
Cc1ccc(NC(=O)Cc2ccc(F)cc2)cc1	0.2	-0.7	-1	-8	6	0	0.0	0.6	1.0
Cc1ccc(N=C2c3ccccc3C(=O)C2[N+](=O)[O-])cc1C (configuration not stated)	-0.2	nt	-10	-7	20	-4	-0.5	-1.7	0.1
COCCNC(=O)CN1C(=O)COc2ccc(S(=O)(=O)N3CCCCCC3)cc21	-0.9	nt	1	-2	8	4	4.0	0.4	-1.0
Nc1nnc(Cc2ccc(F)cc2)s1	-1.5	nt	-1	4	13	4	1.2	-0.4	1.4
Cc1ccc(C)c(OCCN2CCOCC2)c1	-1.7	1.3	?	-6	3	0	3.2	-0.6	?
Cc1ccc(C(=O)CSc2nc(C(C)C)nc3ccccc23)cc1	-2.9	2.0	4	-3	-4	1	-0.2	-2.3	1.3
COc1ccc(C2/C=C\CN(C(=O)NC34CC5CC(CC(C5)C3)C4)CC(=O)N2Cc2ccc(F)cc2)cc1 (configuration not stated)	-2.3	-1.4	0	4	10	3	-0.1	-0.1	0.8
Cc1cccc(C)c1OCc1cc(C(=O)N2CCN(Cc3nccn3C)CC2)no1	-1.4	-2.3	5	-3	10	3	3.5	-0.5	-0.8
CCCCN(C)CCCNC(=O)c1cn(C)c2ccc(S(=O)(=O)N(C)C3CCCCC3)cc2c1=O	-3.5	4.0	4	-1	2	0	-1.7	2.5	-0.4
CC[C@@H](C)[C@H](C(CC(=O)N1CCCC1[C@@H](OC)[C@H](C)C(=O)N[C@H](Cc1ccccc1)c1nccs1)OC)N(C)C(=O)[C@H](NC(=O)[C@@H](C(C)C)N(C)C)C(C)C (some centres not stated)	-0.9	nt	0	-5	11	0	nt	-0.9	-0.2
